DT40 TDP1 CPT: DT40-hTDP1 cell growth loss with CPT | chicken DT40 Tdp1-/-;hTDP1 cells + 20 nM CPT, ATP luminescence, 48 h | Potency, µM (doses to about 46.2 µM), inactives show at the top dose activity change, negative = growth inhibition, usual class: inhibitors | hit rate 12% among 420,000 | AID 686979; note: nearly all actives have a fitted effect of over 55% in size
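Cell growth measured by CellTiter-Glo luminescence after a minimum 48 h, 37 C compound exposure with 20 nM CPT in Tdp1-knockout DT40 cells stably expressing hTDP1, seeded 400/well; qHTS titration format.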
FEN1 inh: blocks human flap endonuclease 1; Recombinant FEN1 flap cleavage, fluorescence, 15 min; P39748; hit rate 0.35% among 390,000; Potency, µM (series often up to 114 µM), inactives show at the top dose activity change, negative = inhibition, usual class: inhibitors; AID 588795; note: nearly all actives have a fitted effect of over 65% in size
Target sequence (P39748 whole entry, looked up): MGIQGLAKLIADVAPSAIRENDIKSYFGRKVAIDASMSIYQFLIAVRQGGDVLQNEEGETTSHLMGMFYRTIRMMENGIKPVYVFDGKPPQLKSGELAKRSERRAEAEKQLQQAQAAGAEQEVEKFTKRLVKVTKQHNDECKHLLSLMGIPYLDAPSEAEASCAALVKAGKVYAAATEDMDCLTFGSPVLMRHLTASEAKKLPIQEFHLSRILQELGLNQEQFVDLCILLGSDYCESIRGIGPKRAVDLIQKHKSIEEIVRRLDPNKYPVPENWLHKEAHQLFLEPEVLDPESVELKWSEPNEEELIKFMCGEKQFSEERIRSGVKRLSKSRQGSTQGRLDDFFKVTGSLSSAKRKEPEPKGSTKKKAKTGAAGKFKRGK
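Quantitative HTS format: each compound was titrated, incubated with 10 nM nuclease for 15 min at room temperature, then challenged with flap substrate at 50 nM final. Signal change over 15 min gave concentration–effect curves.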
KAT2A inh: blocks human GCN5L2 histone acetyltransferase; GCN5L2 HAT assay, ThioGlo1 CoA-SH fluorescence; hit rate 0.21% among 390,000; Q92830; Potency, µM (series often up to 58.9 µM), inactives show top-dose activity change, negative = inhibition, actives largely listed as inhibitors; AID 504327
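ThioGlo1-coupled HAT assay: 20nM GCN5L2, 70uM acetyl-CoA, 75uM H3(1-25) peptide, pH 7.5. Fluorescence read at 340/540nm at start and after 20 min at room temperature.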
The depositor's hits bear a star; u = inconclusive; x = no result given; & = joins results of further samples; [ ] = another dose, or the depositor's remark. Calls come from the whole dose curve; as a rule, active = well fitted curve in the direction sought with a large enough effect; inconclusive = small, poorly fitted or top-dose-only effect, or another doubt; inactive = no such curve, though single readings can be large; an effect the other way counts as inactive or inconclusive. % is set by controls: 0 for no effect and ±100 for the full control effect; potency is the fitted concentration of half-maximal effect. Not all compounds are listed, so the mix of outcomes need not match the whole.

The opening seven entries, to show the layout:
| # | SMILES | DT40 TDP1 CPT | FEN1 inh | KAT2A inh |
| --- | --- | --- | --- | --- |
| 1 | COc1cc(C2C3C(C)N(C)C(=O)N(C)C3N(C)C(=O)N2C)ccc1O (stereo unspecified) | 0% | -1% | -3% |
| 2 | COc1ccc(/C=C(/NC(=O)c2ccccc2Cl)C(=O)O)cc1 | 5% | -2% | -2% |
| 3 | O=C(Cn1nc2n(c1=O)-c1ccccc1SC2)N/N=C/c1ccncc1 | -10% | 1% | 14% |
| 4 | CCOc1ccc(-c2nc(CSCC(=O)NC3CC3)c(C)o2)cc1 | u | -5% | -3% |
| 5 | O=C(COc1ccccc1[N+](=O)[O-])N1CCC(Cc2ccccc2)CC1 | 14% | -15% | -9% |
| 6 | O=[N+]([O-])c1cccc(C=NN2CCCCCC2)c1 | 4% | -10% | x |
| 7 | CCC(C(=O)OCC(=O)Nc1ccc(SC(F)F)cc1)c1ccccc1 (stereo unspecified) | -22% | -25% | -7% |

The listing (from the top)
| # | SMILES | DT40 TDP1 CPT | FEN1 inh | KAT2A inh |
| --- | --- | --- | --- | --- |
| 1 | COc1cc(C2C3C(C)N(C)C(=O)N(C)C3N(C)C(=O)N2C)ccc1O (stereo unspecified) | 0% | -1% | -3% |
| 2 | COc1ccc(/C=C(/NC(=O)c2ccccc2Cl)C(=O)O)cc1 | 5% | -2% | -2% |
| 3 | O=C(Cn1nc2n(c1=O)-c1ccccc1SC2)N/N=C/c1ccncc1 | -10% | 1% | 14% |
| 4 | CCOc1ccc(-c2nc(CSCC(=O)NC3CC3)c(C)o2)cc1 | u | -5% | -3% |
| 5 | O=C(COc1ccccc1[N+](=O)[O-])N1CCC(Cc2ccccc2)CC1 | 14% | -15% | -9% |
| 6 | O=[N+]([O-])c1cccc(C=NN2CCCCCC2)c1 | 4% | -10% | x |
| 7 | CCC(C(=O)OCC(=O)Nc1ccc(SC(F)F)cc1)c1ccccc1 (stereo unspecified) | -22% | -25% | -7% |
| 8 | Cc1ccc(CS(=O)Cc2ccc(C(=O)NC3CCCCC3)o2)cc1 (stereo unspecified) | -16% | 16% | -3% |
| 9 | CCOc1ccc2nc(NC(=O)C3CCN(S(=O)(=O)c4cnc[nH]4)CC3)sc2c1 | -19% | -17% | -11% |
| 10 | CC1CC(=O)C2=C(C1)Nc1ccccc1N=C2 (stereo unspecified) | -28% | -12% | -2% |
| 11 | COc1ccc(CNC(=O)Cc2ccc(OC)c(S(=O)(=O)N3CCOCC3)c2)cc1 | -1% | 2% | -6% |
| 12 | CCc1ccc(Nc2cc(C)nc3nc(C)nn23)cc1 | u | -14% | -1% |
| 13 | COc1ccccc1NS(=O)(=O)c1ccc(C)c(NC(=O)c2c(C)noc2C)c1 | -14% | 23% | -2% |
| 14 | CCOc1ccc(NC(=O)CN2C(=O)C(c3ccccc3)=NC23CCCCCC3)cc1 | u | 5% | -12% |
| 15 | O=C(CSc1nc(-c2ccccc2F)nc2cc(=O)[nH]n12)Nc1cccc(C(F)(F)F)c1 | u | -1% | 0% |
| 16 | COC(=O)c1c(NC(=O)C2c3ccccc3Oc3ccccc32)sc2c1CCC(C(C)(C)C)C2 (stereo unspecified) | u | -22% | -7% |
| 17 | CCOC(=O)C1C(=O)OC(C)(C)C1C(C)C(=O)c1ccc(C)cc1 (stereo unspecified) | -5% | 4% | -3% |
| 18 | CC(C)c1ccc(OCC(=O)Nc2cccc3c2CCCC3)cc1 | u | -22% | 2% |
| 19 | COc1ccc(CN(Cc2ccccc2)C(C)=O)cc1COc1ccc(NC(C)=O)cc1 | u | 11% | x |
| 20 | CCOc1ccc(-n2c(-c3ccc(C)cc3)nc3c(cnn3-c3ccccc3)c2=O)cc1 | -26% | -6% | -2% |
| 21 | O=C(Nc1cccc2ccccc12)NC1Cc2ccccc2C1 | 17% | 10% | 1% |
| 22 | Clc1ccc2c(ccc[n+]2CCc2ccccc2)c1 | -30% | 13% | x |
| 23 | CC(C)On1c(SCC(=O)N(C)C)nc2ccccc2c1=O | 9% | -5% | -3% |
| 24 | Cc1cccc(NC(=O)CSCC(=O)Nc2ccc(N3CCOCC3)cc2N2CCOCC2)c1 | -18% | 7% | x |
| 25 | CC(C)CN1CCN(Cc2cccn2-c2ccccn2)CC1CCO (stereo unspecified) | 2% | -9% | -30% |
| 26 | C[C@H]1CCC[C@@]2(O[C@@H](CCO)C[C@H](O)[C@H]2O)O1 | 2% | 24% | x |
| 27 | CC(=O)c1ccc2noc(-c3cccc(F)c3)c2c1 | 8% | -7% | -17% |
| 28 | O=C(O)CCc1ccc(-c2ccc(Cl)cc2)n1CC(=O)O | -16% | 4% | -4% |
| 29 | Cc1nc2c(C(=O)NCc3ccc4c(c3)OCO4)c[nH]n2c(=O)c1Cl | -18% | -22% | -3% |
| 30 | O=S(=O)(c1ccc(NC(=S)Nc2ccccc2)cc1)N1CCOCC1 | -9% | -5% | -1% |
| 31 | Cc1nc(Oc2ccccc2)c2ccsc2n1 | 1% | 2% | -5% |
| 32 | CC(Oc1ccc(Br)cc1)C(=O)N(C)CC(=O)Nc1ccc(N2CCOCC2)cc1 (stereo unspecified) | -7% | 4% | -7% |
| 33 | CC1Cc2cc(S(=O)(=O)N3CCC(C(=O)NCc4ccco4)CC3)ccc2N1C(=O)C1CCC1 (stereo unspecified) | u | 15% | -4% |
| 34 | COc1ccc(CNC(=O)Cn2ccc3cc(S(=O)(=O)N4CCCC4)ccc32)cc1OC | 0% | -2% | -12% |
| 35 | CC1(C)C[C@H](O)[C@]2(CO)[C@H](O)C[C@]3(C)C(=CCC4[C@@]5(C)CC[C@H](O)C(C)(C)C5CC[C@]43C)[C@@H]2C1 (stereo partly specified) | u | 7% | -2% |
| 36 | CCc1cc(=O)oc2c3c(cc(OCC(=O)NCc4ccncc4)c12)OC(C)(C)CC3 | 16µM* | 9% | 3% |
| 37 | CCOC(=O)N1CCN(C(=S)NC(=O)/C=C/c2ccc(C)cc2)CC1 | -17% | -11% | -6% |
| 38 | Cc1ccc(NS(=O)(=O)c2cc(-c3cc(C)no3)ccc2C(C)C)nc1 | 0% | 23% | -6% |
| 39 | CC(C)(C)OC(=O)C[C@H]1C/C=C\C[C@H](CC(=O)N[C@H](CO)Cc2ccccc2)C(=O)N[C@H](C(C)(C)C)COC1=O | u | 13% | 2% |
| 40 | O=C1CCc2cc(S(=O)(=O)Nc3ccc(F)cc3)cc3c2N1CC3 | 4% | 14% | -14% |
| 41 | CCOc1ccccc1NC(=O)/C(C#N)=C/c1c(C)nn(-c2ccccc2)c1Cl | u | 9% | -9% |
| 42 | O=C(Nc1cccc(O)c1)C1CC(c2ccc(Cl)cc2)=NO1 (stereo unspecified) | 24% | 6% | -1% |
| 43 | Cc1sc(NC(=O)COc2ccc(C(C)(C)C)cc2)c(C(=O)OC(C)C)c1C | u | -16% | -3% |
| 44 | O=C(NCCNC(=O)c1ccccc1)c1ccccc1 | -7% | 13% | -2% |
| 45 | NC(=O)c1ccc(SCC(=O)OCC(=O)N2CCN(C(=O)c3ccco3)CC2)c([N+](=O)[O-])c1 | 5% | 3% | -6% |
| 46 | Cc1cccn2c(=O)c(/C=N/O)c(NCc3ccccc3)nc12 | -3% | 6% | 0% |
| 47 | CC(C)NC(=O)NC(=O)COC(=O)c1ncc(Cl)c(Cl)c1Cl | -5% | -4% | -5% |
| 48 | CC(C)(C)NC(=O)C(=O)NNC(=O)c1ccc(C(C)(C)C)cc1 | u | 3% | 8% |
| 49 | COc1ccc(-c2cc(C(=O)O)no2)cc1 | 13% | -3% | 19%&-3% |
| 50 | O=C(CSc1n[nH]c(=O)[nH]c1=O)c1ccccc1 | -16% | 6% | -2% |
| 51 | C=CCOc1ccc(CNc2nn[nH]n2)cc1 | -2% | 0% | -2% |
| 52 | COc1cc(C(=O)NC2CCCC2)c(Br)c(OC)c1OC | -20% | 13% | 10% |
| 53 | O=C(Nc1ccc(C#Cc2ccccc2)cc1)C1CC1 | u | 0% | -5% |
| 54 | Cc1cc(O)c(NC(=O)c2cc([N+](=O)[O-])ccc2Cl)cc1C | u | -16% | u |
| 55 | CCC1Sc2ccc(S(=O)(=O)CCC(=O)NCc3ccco3)cc2NC1=O (stereo unspecified) | u | -2% | -5% |
| 56 | O=C(CC1SC(=Nc2ccccc2F)N(CCN2CCOCC2)C1=O)Nc1ccc(F)cc1F (stereo unspecified) | -10% | 0% | -1% |
| 57 | CNc1nc(Oc2ccc(C(=O)OC)cc2)nc(SC)n1 | 1% | 2% | -2% |
| 58 | Nn1c(SCC(=O)NC2CCCCC2)nnc1-c1ccccc1F | -8% | -3% | -4% |
| 59 | CC(=O)c1ccc(N2CCN(C(=S)Nc3ccccc3F)CC2)cc1 | u | -5% | -7% |
| 60 | CC1=C(C(=O)OC2CCCC2)C(c2cccc(Cl)c2Cl)CC(=O)N1 (stereo unspecified) | u | -5% | -5% |

Next section
no. | Structure | DT40 TDP1 CPT | FEN1 inh | KAT2A inh
61 | CCN(C(=O)COC(=O)c1cc2ccccc2cc1OC)c1c(N)n(Cc2ccccc2)c(=O)[nH]c1=O | u | 4% | x
62 | Cc1cnc(NC(=O)CCN2C(=O)C3CCCCC3C2=O)s1 (stereo unspecified) | 20% | 4% | u
63 | Cc1ccc(NC(=O)Nc2ccc3c(c2)N(C)C(=O)CS3)cc1C | u | -13% | -4%
64 | COc1cc(OC)c(C(=O)Nc2ncn[nH]2)cc1OC | -9% | 2% | x
65 | NC(=O)c1cc(NC(=O)c2ccc(NS(=O)(=O)c3cccs3)cc2)cc(C(N)=O)c1 | -21% | -1% | -21%
66 | Cc1cccc(-c2nc3c4ccccc4nc(N4CCN(c5ccccc5F)CC4)n3n2)c1 | -2% | 15% | -6%
67 | Cc1cc(C(=O)NC(C)C2CCCO2)cs1 (stereo unspecified) | 3% | 0% | 2%
68 | O=C(CNCCc1ccccc1)Nc1ccc(C(=O)N2CCCCC2)cc1 | u | 4% | -1%
69 | Cc1c(NC(=O)COC(=O)c2ccc(F)c(S(=O)(=O)N3CCOCC3)c2)c(=O)n(-c2ccccc2)n1C | -8% | -7% | -7%
70 | CCCCOc1ccc(N(CC(=O)NCC2CCCO2)C(=O)CCC(=O)Nc2nccs2)cc1 (stereo unspecified) | 5% | -3% | 1%
71 | COc1ccc(C2Nc3ccccc3C(=O)N2Cc2ccccc2)cc1COc1ccc([N+](=O)[O-])c(C)c1 (stereo unspecified) | -14% | -4% | x
72 | CCN1CCN(C(c2ccccn2)c2c(NC(=O)c3ccccc3)sc(C)c2C)CC1 (stereo unspecified) | 8.2µM* | -22% | 31%[activator]
73 | O=C(CSc1ncc(-c2ccccc2)[nH]1)Nc1cccc(Br)c1 | 23µM* | -10% | -10%

Three compounds from above, sorted by molar mass, rising.
no. | Structure | DT40 TDP1 CPT | FEN1 inh | KAT2A inh
64 | COc1cc(OC)c(C(=O)Nc2ncn[nH]2)cc1OC | -9% | 2% | x
70 | CCCCOc1ccc(N(CC(=O)NCC2CCCO2)C(=O)CCC(=O)Nc2nccs2)cc1 (stereo unspecified) | 5% | -3% | 1%
61 | CCN(C(=O)COC(=O)c1cc2ccccc2cc1OC)c1c(N)n(Cc2ccccc2)c(=O)[nH]c1=O | u | 4% | x

Screening data as filed in PubChem BioAssay.
